Screens deposited in PubChem BioAssay by NCI.
NCI-60 one-dose screen, 48 h, at 10 µM unless noted. Numbers give growth in % (100 = growth as untreated, 0 = no growth, -100 = all killed).
HCC-2998 – HCC-2998 colon cancer; hit rate 4.7% among 79,000
HCT-116 – HCT-116 colon cancer. hit rate 7.3% among 82,000. AID 1794798
SF-539 – SF-539 CNS cancer; hit rate 6.8% among 81,000
SNB-75 – SNB-75 CNS cancer; AID 1794750; hit rate 5% among 79,000
SNB-19 – SNB-19 CNS cancer cells | hit rate 2.5% among 81,000
HCT-15 – HCT-15 colon cancer; hit rate 5.2% among 82,000
KM12 – KM12 colon cancer cells; hit rate 5% among 82,000; AID 1794800
SF-295 – SF-295 CNS cancer cells. hit rate 5.6% among 79,000
SW-620 – SW-620 colon cancer. hit rate 5.2% among 82,000
The depositor's hits bear a star; · = not tested or not shown; & = joins results of further samples; [ ] = dose if it differs, or a comment. Rule for the calls: active = growth percent below 10; inactive = the rest.

Fields – HCC-2998, HCT-116, SF-539, SNB-75, SNB-19, HCT-15, KM12, SF-295, SW-620
> Oc1ccc(/C=N/N=C(/c2ccccc2)c2ccc3nc(-c4ccc(O)cc4)[nH]c3c2)cc1
 : 95, 85, 91, 77, 95, 70, 62, 82, 91
> N#C[C@@H]1C[C@@H]2C[C@@H]2N1C(=O)[C@@H](N)C12CC3CC(CC(O)(C3)C1)C2
 : 106, 115, 104, 109, 111, 106, 120, 98, 100
> N#Cc1c(-c2cccc3ccccc23)cc(-c2cccc(OCC(=O)O)c2)[nH]c1=O
 : 110, 103, 95, 74, 97, 100, 103, 101, ·
> Cc1oc(-c2ccc(Cl)cc2)nc1C1=NN(C(=O)c2ccncc2)C(c2ccc(Cl)cc2)C1 (stereo not given)
 : 95, 99, 63, 49, 83, 90, 92, 93, 97
> C/C(=N\N=C\c1cccc([N+](=O)[O-])c1)c1nnn(-c2ccc(Cl)cc2)c1C
 : 106, 108, 99, 73, 98, 102, 102, 99, 101
> O=C1C(c2nnc(-c3ccccc3)n2-c2ccc([N+](=O)[O-])cc2[N+](=O)[O-])=C(O)c2ccccc21
 : 106, 90, 104, 98, 99, 106, 100, 99, 99
> O=Nc1ccc(NO)c2ccccc12
 : 108&120, 39&95, 109&97, 91&96, 99&118, 96&99, 76&104, 121&99, 52&86
> Cc1nnc2c3nnc(Cc4ccccc4)n3c3ccccc3n12
 : 105, 92, 99, 75, 96, 94, 99, 100, 92
> CS(=O)(=O)c1ccc(-c2nc3ccccn3c2C=Nc2ccc(Cl)cc2)cc1
 : 96, 52, 84, 78, 89, 34, ·, 88, 63
> CCc1nc2c(=O)[nH]cnc2o1
 : 109, 103, 95, 82, 112, 110, 110, 110, 106

As a working copy, some entries already given:
Fields – HCC-2998, HCT-116, SF-539, SNB-75, SNB-19, HCT-15, KM12, SF-295, SW-620
> Oc1ccc(/C=N/N=C(/c2ccccc2)c2ccc3nc(-c4ccc(O)cc4)[nH]c3c2)cc1
 : 95, 85, 91, 77, 95, 70, 62, 82, 91
> N#C[C@@H]1C[C@@H]2C[C@@H]2N1C(=O)[C@@H](N)C12CC3CC(CC(O)(C3)C1)C2
 : 106, 115, 104, 109, 111, 106, 120, 98, 100

Next compounds.
Fields – HCC-2998, HCT-116, SF-539, SNB-75, SNB-19, HCT-15, KM12, SF-295, SW-620
> N#Cc1nc(-c2ccccc2)oc1S(N)(=O)=O
 : 110, 47, 37, 92, 95, 27, 84, 101, 21
> Cc1ccc(S(=O)(=O)Nc2ccc(Cl)cc2)cc1
 : 104, 97, 104, 83, 97, 107, 105, 91, 105
> CCOC(=O)CC(=O)Cc1ccccc1
 : 98, 104, 104, 97, 105, 100, 102, 97, 109
> CCOc1cccc([N+](=O)[O-])c1
 : 97, 100, 104, 100, 105, 109, 101, 99, 96
> O=[N+]([O-])c1ccc(NS(=O)(=O)c2ccccc2)cc1
 : 103, 91, 96, 67, 92, 97, 106, 104, 95
> CC1([C@H]2CC[C@H]3[C@@H]4CC[C@@H]5CC6(CC[C@]5(C)[C@H]4C(=O)C[C@]23C)OCCO6)OCCO1
 : 104, 100, 106, 83, 102, 96, 103, 102, 95
> CCN(CC)CCCc1ccccc1
 : 97, 100, 98, 93, 104, 101, 102, 97, 105
> COC(=O)c1cccc([N+](=O)[O-])c1Br
 : 108, 102, 103, 85, 115, 99, 106, 94, 106
> CC(C)CC(Br)C(=O)NCC(=O)NC(Cc1ccccc1)C(=O)O (stereo not given)
 : 106, 109, 103, 91, 108, 92, 103, 101, 109
> Cc1ccc(C(C)C)c(OCC(CC(C)(C(=O)OC2C(O)C(C(C)C)C=CC2(C)C)C(C)C)C2=CC(O)C(C(C)C)CC2)c1 (stereo not given)
 : 104, 101, 93, 75, 98, 98, 107, 97, 92
> Cn1cc(-c2ccc(-c3cn(C)c4ncccc34)[nH]2)c2cccnc21
 : 33, 67, ·, 60, 76, 50, 15, 86, 24
> CCOCCOCCOC(C)Oc1ccc(CCC(C)=O)cc1 (stereo not given)
 : 99, 107, 105, 114, 105, 106, 104, 101, 103
> Cn1cc(-c2ncnc3ccc(-c4cnc(Cl)c(NS(C)(=O)=O)c4)cc23)c2ccccc21
 : 18, 20, -11*, -15*, 28, 13, 25, -9.7*, 21
> CCCCCCCCCCCCCCCCNC(=O)Nc1ccc(C)cc1
 : 102, 106, 105, 104, ·, 114, 100, 104, 100
> NS(=O)(=O)c1cccc(Nc2nc(SCC(=O)c3ccc(F)cc3)nc3ccccc23)c1
 : 16, 5.0*, 8.2*, 28, 12, 8.1*, -2.0*, -5.6*, 27
> COC1CC(OC(=O)c2ccc([N+](=O)[O-])cc2)C(COC(=O)c2ccc([N+](=O)[O-])cc2)O1 (stereo not given)
 : 112, 105, 105, 87, 101, 100, 109, 94, 100
> O=C1c2ccccc2C(=O)c2c(O)c(Cl)cc(O)c21
 : 102, 6.2*, 99, 96, 93, 82, 84, 113, 73
> O=C(O)C(=Cc1ccco1)C(=O)O
 : 102, 106, 99, 107, 109, 100, 107, 109, 108
> O=C(NCCc1c[nH]c2ccccc12)C1CCN(S(=O)(=O)c2ccc3ccccc3c2)CC1
 : 109, 79, 84, 82, 90, 88, 102, 71, 97
> N/C(=N\C(N)=N\c1nc2ccccc2s1)c1ccc2c(c1)OCO2
 : 102, 76, 93, 97, 89, 91, 92, 78, 91
> CCOc1ccc(C(=O)NC(=S)Nc2ccc(S(N)(=O)=O)cc2)cc1
 : 99[100 µM], 98[100 µM], 92[100 µM], 77[100 µM], 104[100 µM], 111[100 µM], 98[100 µM], 104[100 µM], 104[100 µM]
> CCOC(=O)c1ccccc1C
 : 98, 113, 99, 106, 109, 103, 111, 116, 113
> CCCCCCC(c1ccc(N(C)C)cc1)c1ccc(N(C)C)cc1
 : 109, 89, 102, 78, 104, 101, 98, 104, 93
> COc1c(Br)c(Br)c(Br)c(OC)c1OC
 : 103, 103, 106, 116, 104, 100, 109, 114, 108
> N#Cc1nc(-c2ccccc2)oc1N1CCC[C@H]1CO
 : 112, 110, 98, 90, 96, 104, 101, 104, 102
> CC(=O)Nc1ccc2c(c1)Cc1ccc(Cl)cc1-2
 : 106, 90, 102, 89, 92, 97, 94, ·, 103
> Cc1cc(C)c2c(Nc3ncnc4c3sc3ncccc34)onc2n1
 : 95, 94, 103, 99, 100, 100, 94, ·, 101
> CC(=O)Nc1cc2c(c([N+](=O)[O-])c1C)C(C)(C)CC2(C)C
 : ·, 94, 102, 86, 99, 100, 99, 114, 105
> O=C(NC(CSC(=O)c1ccccc1)C(=O)O)OCc1ccccc1 (stereo not given)
 : 93, 117, 108, 106, 96, 101, 102, 103, 103
> O=C(NC1c2ccccc2Oc2ccccc21)OCCBr
 : 118, 95, 87, 92, 101, 97, 110, 87, 98
> CCCN1C2CCC1/C(=C\c1ccccc1)C1=C2[C@@H](c2ccccc2)C(C#N)=C(N)O1 (stereo not given in full)
 : 98, 91, 90, 77, 95, 99, 84, 93, 93
> COc1ccc([C@@H]2c3[nH]c4ccccc4c3C[C@H]3C(=O)N(C4CCN(Cc5ccccc5)CC4)CC(=O)N23)c(OC)c1
 : 91, 76, 81, ·, 83, 73, 92, 96, 93
> c1ccc(CCNCc2cccs2)nc1
 : 106, 102, 100, 109, 107, 104, 103, 91, 122
> CCN1CCN(c2ccc3c4c(cccc24)C(=O)N(c2cccc(-c4nn(-c5ccccc5)cc4-c4nc5ccccc5s4)c2)C3=O)CC1
 : 110, 92, 97, 77, 112, 85, 105, 118, 111
> CC(=O)NC1C(O[C@H]2CC[C@]3(C)[C@H]4CC=C5[C@@H]6CC(C)(C)CC[C@]6(C(=O)OC6OCC(O)C(O)C6OC6OC(C)C(OC7OC(CO)C(O)C7O)C(OC7OC(CO)C(O)C(O)C7O)C6O)[C@H](O)C[C@@]5(C)[C@]4(C)CC[C@H]3C2(C)C)OC(COC2OCC(O)C(O)C2OC2OCC(O)C(O)C2O)C(O)C1O (stereo not given in full)
 : 66, 82, 101, 113, 113, 105, 128, 123, 128
> CC(C)CSc1nc(-c2ccc(F)cc2)c(C#N)c(N2CCCCC2)n1
 : 104, 89, 103, 100, 104, 92, 86, 93, 98
> COc1ccc(-c2cc(-c3cn(-c4ccccc4)nc3-c3ccc(OCc4ccccc4)cc3)[nH]c(=O)n2)cc1
 : 102, 76, 50, 85, 85, 94, 95, 98, 96
> CC1CCCc2c1nc1nc(=S)[nH]c(N)c1c2-c1ccc(Cl)cc1 (stereo not given)
 : 90, 102, 96, 92, 100, 86, 103, 97, 100
> CC(=O)NC1=C(C#N)C(c2ccccc2Cl)c2ccc3ccccc3c2O1 (stereo not given)
 : 102, 101, 94, 71, 97, 100, 98, 104, 96
> CC(=O)OC[C@@H]1O[C@H](n2cc(COc3ccc(C=O)cc3)nn2)[C@@H](OC(C)=O)[C@H](OC(C)=O)[C@H]1OC(C)=O
 : 97, 91, 111, 91, 104, 100, 101, 100, 109
> CC(=O)NC1C(=O)OC(C(O)CO)C1O (stereo not given)
 : 99, 94, ·, 87, 101, 109, 96, 99, 101
> COC(=O)c1ccc2c(c1)nc(-c1ccc(OC)cc1)n2-c1cc(C(C)(C)C)[nH]n1
 : 100, 81, 92, 115, 106, 110, 85, ·, 94
> O=C(Nc1ncc([N+](=O)[O-])s1)c1c(-c2ccccc2)noc1CO
 : 108, 111, 95, 102, 90, 100, 105, 93, 97
> CCOC(=O)c1cnc2c(C)cccc2c1Nc1ccc(C(C)=O)cc1
 : -91*, 1.7*, -45*, 32, 41, 0.0*, -35*, -82*, -62*
> CCCCCCCC/C=C\CCCCCCCCCCCCOc1ccccc1CCOP(=O)(O)OCC[N+](C)(C)C
 : 98, 93, 95, 87, 99, 101, 91, 97, 104
> NC(=O)c1c(NC(=O)COC(=O)Cc2ccccc2F)sc2c1CCC2
 : 114, 114, 95, 106, 87, 104, 105, 129, 97
> Cc1ccc(NC2=CC(=O)C(=O)c3ccccc32)c(C)c1
 : 29, -6.2*, 49, 35, 28, 13, 46, 35, 35
> C=C(C)CCCC(C)CC#N (stereo not given)
 : 104, 97, 96, 91, 110, 101, 95, 94, 115
> CC(=O)CSc1nc2sc3c(c2c(=O)n1-c1ccccc1)CCC(C)C3 (stereo not given)
 : 98, 54, 84, ·, 85, 95, 103, 101, 107
> Cc1ccc(S(=O)(=O)O[C@H]2CCCC[C@H]2OS(=O)(=O)c2ccc(C)cc2)cc1
 : 102, 83, 105, 91, ·, 101, 84, 68, 100

(list continues)
Fields – HCC-2998, HCT-116, SF-539, SNB-75, SNB-19, HCT-15, KM12, SF-295, SW-620
> Cn1c(=O)[nH]c(=O)c2nc(CCC(=O)NCCC(=O)O)c(=O)[nH]c21
 : 98, 109, 96, 89, 104, 106, 102, 102, 101
> C1=C2CCCCC3=Cc4ccccc4OC23Oc2ccccc21
 : 101, 53, 100, 90, 104, 46, 97, 92, 96
> CCCCOC(=O)CCC(C)=O
 : 107, 102, 101, 92, 119, 95, 114, 99, 112
> C[N+]1(Cc2ccc([N+](=O)[O-])cc2)CCC(CCC2CC[N+](C)(Cc3ccc([N+](=O)[O-])cc3)CC2)CC1 (stereo not given)
 : 119, 91, 87, 98, 99, 94, 104, 94, 102
> O=S(=O)(Cc1ccccc1)c1ccccc1
 : 105, 103, 98, 88, 107, 102, 110, ·, 115
> CCN(CC)c1ccc(/C=C2\SC(=S)N(NC(=O)CSc3nnc(Cc4ccccc4Nc4c(Cl)cccc4Cl)n3-c3ccccc3)C2=O)cc1
 : 102, 105, 99, 92, 97, 101, 106, 95, 98
> CC(C)Sc1nc(-c2ccc(F)cc2)c(C#N)c(N2CCCCC2)n1
 : 99, 103, 103, 107, 112, 91, 111, 98, 104
> CCCCCCOC(=O)c1cc(-c2ccc(F)cc2)nc2ccccc12
 : 106, 93, 100, 70, 93, 95, 96, 98, 93
> O=[N+]([O-])c1ccccc1Sc1cccc(Sc2ccccc2[N+](=O)[O-])n1
 : 93, 74, 77, 50, 80, 79, 87, 78, 105
> Cn1cc(-c2nnc(-c3ccccc3)s2)c2cc(Br)cnc21
 : 101, 108, 79, 30, 88, 78, 88, 96, 82

Profiles, looked up by structure. Order of values: HCC-2998, HCT-116, SF-539, SNB-75, SNB-19, HCT-15, KM12, SF-295, SW-620
Cn1cc(-c2nnc(-c3ccccc3)s2)c2cc(Br)cnc21 across the screens: 101, 108, 79, 30, 88, 78, 88, 96, 82
CCCCCCOC(=O)c1cc(-c2ccc(F)cc2)nc2ccccc12 across the screens: 106, 93, 100, 70, 93, 95, 96, 98, 93
Cn1c(=O)[nH]c(=O)c2nc(CCC(=O)NCCC(=O)O)c(=O)[nH]c21 across the screens: 98, 109, 96, 89, 104, 106, 102, 102, 101
CCCCOC(=O)CCC(C)=O across the screens: 107, 102, 101, 92, 119, 95, 114, 99, 112
C[N+]1(Cc2ccc([N+](=O)[O-])cc2)CCC(CCC2CC[N+](C)(Cc3ccc([N+](=O)[O-])cc3)CC2)CC1 (stereo not given) across the screens: 119, 91, 87, 98, 99, 94, 104, 94, 102
